Compound activity (PubChem)
FBW7 activator: human FBW7 E3 ligase activation, primary screen. normalized activity (activation), % at 26.1 µM. AID 1259310. AlphaScreen FBW7–phospho-cyclin E peptide binding, activator screen. actives 0.13% (n = 650,000); in the data active = normalized activity above about 1.9%;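 note: purified mutant Fbw7 with reduced substrate affinity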
Target sequence (Q969H0 whole entry, looked up): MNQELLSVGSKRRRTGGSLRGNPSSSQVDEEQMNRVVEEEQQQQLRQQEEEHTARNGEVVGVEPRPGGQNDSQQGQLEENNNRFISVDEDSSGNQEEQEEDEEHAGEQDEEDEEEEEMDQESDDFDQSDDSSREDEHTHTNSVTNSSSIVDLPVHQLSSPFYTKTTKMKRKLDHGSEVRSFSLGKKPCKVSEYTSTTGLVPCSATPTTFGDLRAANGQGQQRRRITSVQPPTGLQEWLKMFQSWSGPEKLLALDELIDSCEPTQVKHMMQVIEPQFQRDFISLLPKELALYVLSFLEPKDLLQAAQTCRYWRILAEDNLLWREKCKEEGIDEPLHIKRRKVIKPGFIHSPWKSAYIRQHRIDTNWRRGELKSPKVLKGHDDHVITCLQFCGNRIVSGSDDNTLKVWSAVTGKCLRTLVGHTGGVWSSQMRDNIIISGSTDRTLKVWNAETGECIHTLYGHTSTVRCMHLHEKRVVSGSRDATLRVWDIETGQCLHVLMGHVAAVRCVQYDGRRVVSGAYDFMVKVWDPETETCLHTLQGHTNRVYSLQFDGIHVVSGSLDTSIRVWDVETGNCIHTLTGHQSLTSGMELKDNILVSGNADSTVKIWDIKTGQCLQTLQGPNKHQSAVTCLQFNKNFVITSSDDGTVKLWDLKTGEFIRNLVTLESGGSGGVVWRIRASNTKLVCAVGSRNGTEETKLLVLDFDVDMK
GPR151 activ: activates the human receptor GPR151. AID 1508602. activation, % at 11.2 µM. PathHunter beta-arrestin GPR151 cells, luminescence. actives 1% (n = 650,000). Q8TDV0; in the data active = activation above about 4.9%;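 note: 0% = median of compound wells and 100% = cells with positive control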
Target sequence (Q8TDV0 whole entry, looked up): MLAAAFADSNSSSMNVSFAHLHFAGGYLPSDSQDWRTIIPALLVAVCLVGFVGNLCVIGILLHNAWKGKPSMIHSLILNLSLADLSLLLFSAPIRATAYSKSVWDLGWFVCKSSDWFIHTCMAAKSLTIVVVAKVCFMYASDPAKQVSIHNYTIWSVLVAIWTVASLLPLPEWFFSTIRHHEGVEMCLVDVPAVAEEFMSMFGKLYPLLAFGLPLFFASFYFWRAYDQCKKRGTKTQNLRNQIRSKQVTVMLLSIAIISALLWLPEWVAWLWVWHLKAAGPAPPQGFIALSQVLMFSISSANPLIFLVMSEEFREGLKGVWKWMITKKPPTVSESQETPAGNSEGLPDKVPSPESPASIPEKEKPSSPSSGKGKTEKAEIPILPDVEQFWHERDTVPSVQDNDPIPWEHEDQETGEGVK
MITF primary: blocks human microphthalmia-associated transcription factor; O75030; AlphaScreen MITF homodimerization, bead proximity signal; inhibition, % at 2.6 µM; actives 0.91% (n = 650,000); in the data active = inhibition above about 50%;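 note: 0% = vehicle wells with protein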
TEAD-YAP inh: TEAD-YAP interaction inhibition | actives 1.4% (n = 640,000) | AID 1259422 | HEK-TIYL cells, TEAD-Gal4/YAP UAS-luciferase luminescence | inhibition, % at 9.12 µM; in the data active = inhibition above about 32%;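 note: 0% = median of test compound wells and 100% = reference inhibitor wells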
The depositor's hits bear a star; & = joins results of further samples. The order is random (roughly 3.4% active in at least one column).

| Structure | FBW7 activator | MITF primary | GPR151 activ | TEAD-YAP inh |
| --- | --- | --- | --- | --- |
| COC(=O)C(C)n1cnc2c(cnn2-c2ccc(F)cc2)c1=O (stereo not drawn) | 1.3 | 15.7 | -0.5 | -32.2 |
| CC1CN(CCNC(=O)C2CC=CCC2)Cc2ccccc2O1 (stereo not drawn) | -0.2 | -7.2 | -1.3 | 2.7 |
| CC1CCC(N2CCN(S(=O)(=O)c3ccccc3[N+](=O)[O-])CC2)CC1 (stereo not drawn) | 0.0 | 29.2 | -0.6 | -7.1 |
| Cc1ccccc1Cn1cnc2sc(C)c(C)c2c1=O | 0.5 | 0.2 | 0.1 | 9.8 |
| O=C(COC(=O)CCN1C(=O)c2cccc([N+](=O)[O-])c2C1=O)NC1CCS(=O)(=O)C1 (stereo not drawn) | 0.0 | -5.2 | -0.4 | -8.3 |
| COc1ccc(S(=O)(=O)N2CCOC2CNC(=O)C(=O)NCc2ccncc2)cc1 (stereo not drawn) | 1.4 | 5.6 | -1.8 | 0.5 |
| C=CCn1c(SCC(=O)Nc2ccccc2F)nnc1-c1cccs1 | 0.2 | 15.7 | -0.6 | -0.8 |
| Cc1c(NC(=O)CN(c2ccccc2Br)S(C)(=O)=O)c(=O)n(-c2ccccc2)n1C | 0.0 | -3.5 | -0.8 | -7.0 |
| C=CCn1c(SCC(=O)N2CCOCC2)nnc1-c1ccc(OC)cc1 | 0.0 | 12.5 | -0.8 | 5.7 |
| CC1CCCCN1CC(=O)Nc1ccccc1C(N)=O (stereo not drawn) | 0.1 | -11.8 | 1.5 | -1.3 |
| Cc1ccc(NS(=O)(=O)c2cc(Br)cnc2N)c(Cl)c1 | -0.1 | -8.0 | -0.7 | -2.1 |
| O=C1CCCN1CCCNC(=S)NCc1ccco1 | -0.1 | 15.6 | -0.4 | -3.4 |
| CC(C)CN1CCN(Cc2cn[nH]c2-c2ccccc2)CC1CCO (stereo not drawn) | 0.1 | -1.3 | -0.7 | -11.0 |
| CCCCC1CN(CCC(=O)NCc2ccco2)Cc2ccccc2O1 (stereo not drawn) | -0.1 | -2.0 | 1.2 | 0.7 |
| N#CC1=C(S)NC2=C(C(=O)CCC2)C1Cc1ccccc1 (stereo not drawn) | -0.4 | 0.7 | -0.1 | 6.7 |
| COc1cccn2c(C(=O)N3CCCCC3)c(C(F)(F)F)nc12 | -0.1 | 5.0 | -1.5&0.7 | 10.0 |
| O=C(O)CCC(=O)Nc1ccc(/C=C/C(=O)C2CC2)cc1 | 0.0 | 4.8 | 0.5 | 0.7 |
| CCOCCOC(=O)C1=C(C)NC2=C(C(=O)CC(c3ccc(OC)cc3)C2)C1c1ccc(Cl)cc1Cl (stereo not drawn) | 0.0 | 8.6 | 0.7 | -5.3 |
| CCOc1ccc(/C=C2\C(=O)N(c3ccc(C(=O)OC(C)C)cc3)N=C2C)cc1OC | -0.1 | -7.1 | 2.2 | -8.7 |
| O=C(NCc1ccccc1)NC1CCCCC1N1C(=O)CSC1=O (stereo not drawn) | 0.1 | 9.9 | 0.5 | -14.8 |
| O=C(CCCCCn1c(=O)[nH]c2ccsc2c1=O)NCc1ccccc1Cl | -0.1 | 6.7 | 0.1 | 13.7 |
| O=c1oc2cc(OCc3ccc(F)cc3)c(Cl)cc2c2c1CCCC2 | -0.2 | 1.0 | -0.3 | 3.1 |
| CCC(CO)Nc1ccnc2c(-c3cn[nH]c3)cnn12 (stereo not drawn) | -0.4 | -6.9 | -0.2 | -14.2 |
| COc1ccc(NC(=S)Nc2ccccc2OC)c(OC)c1 | -0.1 | -10.3 | -1.2 | 4.4 |
| Cc1cc(C)nc(NC(=O)C23CC4CC(CC(C4)C2)C3)c1 | 0.0 | 9.2 | -0.5 | 0.3 |
| COc1ccc(/C=C2/SC(=S)N(CC(=O)O)C2=O)cc1O | -0.2 | 5.1 | -1.6 | 16.8 |
| COc1ccc(CNC(=O)C(C(=O)c2ccccc2)n2ccccc2=O)cc1 (stereo not drawn) | 0.2 | -4.6 | -0.5 | 4.0 |
| O=C1C(=O)N(CCO)C(c2ccc(Cl)cc2)/C1=C(\O)c1ccc(Br)cc1 (stereo not drawn) | 0.2 | -4.1 | 0.1 | -7.2 |
| Cc1coc2cc3oc(=O)c(Cc4ccccc4)c(C)c3cc12 | 0.0 | -2.8 | 0.6 | 3.0 |
| O=C(Nc1ccc([N+](=O)[O-])cn1)c1ccncc1 | 0.2 | -4.9 | -1.0 | 3.7 |

Quoted from the listing:
`O=C(CCCCCn1c(=O)[nH]c2ccsc2c1=O)NCc1ccccc1Cl` @ GPR151 activ = 0.1
`CCOCCOC(=O)C1=C(C)NC2=C(C(=O)CC(c3ccc(OC)cc3)C2)C1c1ccc(Cl)cc1Cl` (stereo not drawn) @ GPR151 activ = 0.7
`CCC(CO)Nc1ccnc2c(-c3cn[nH]c3)cnn12` (stereo not drawn) @ MITF primary = -6.9

Continued:
| Structure | FBW7 activator | MITF primary | GPR151 activ | TEAD-YAP inh |
| --- | --- | --- | --- | --- |
| CCN(CC)CCCNC(=O)c1ccc(N2CCCC2=O)cc1 | -0.1 | -7.3 | -0.8 | -8.4 |
| COc1ccc(-c2noc(CN3CCN(c4ccc(OC)cc4)CC3)n2)cc1 | -0.1 | 12.8 | 0.5 | -7.4 |
| COc1cc(OC)cc(C(=O)NCC2CCC3(CCN(Cc4ccccc4F)CC3)O2)c1 (stereo not drawn) | 0.1 | -20.5 | 1.4 | 1.3 |
| Cc1cc(NC2CC2)nc(-c2ccc(N3CCN(C)CC3)cc2)n1 | 0.1 | 12.7 | -1.1 | 1.8 |
| CCOc1ccc(N2C(=O)CC(NCCc3ccc(F)cc3)C2=O)cc1 (stereo not drawn) | 0.2 | 6.3 | 0.0 | 10.9 |
| CCN1CCN(CCOc2cccc(C(C)=O)c2)CC1 | -0.6 | 66.2* | 1.5 | 12.8 |
| CCN(CC)C(=O)CSc1nc2ccccc2c(=O)n1CCCN1CCCCC1 | -0.1 | 0.8 | 1.5 | 6.7 |
| CCC(C(=O)NCCCC(=O)Nc1cccc2cccnc12)c1ccccc1 (stereo not drawn) | 0.6 | 17.6 | -0.9 | 13.3 |
| Cc1c(C#N)c2ncn(CCCN(C)C)c(=O)c2n1-c1ccccc1 | -0.1 | -0.3 | 0.5 | 11.3 |
| CCC(=O)N1CCc2cc(S(=O)(=O)Nc3cccc(CC)c3)ccc21 | 0.1 | 6.8 | 0.7 | 21.3 |
| CCN1C(=O)c2cccc3c(S(=O)(=O)Nc4ncccc4C)ccc1c23 | 0.1 | -12.4 | 0.1 | -8.7 |
| O=C(O)CCCn1c(SCc2cc(=O)n3cc(Cl)ccc3n2)nc2ccsc2c1=O | -0.2 | -3.4 | 0.2 | 5.8 |
| COc1ccc(C(=O)CSc2nc3ncnc(N)c3[nH]2)cc1 | 0.0 | -10.6 | -0.4 | -4.0 |
| CCCOc1ccc(C2C(C(=O)OCC)=C(C)NC3=C2C(=O)CCC3)cc1OC (stereo not drawn) | 0.2 | 15.1 | -0.7 | -5.5 |
| COc1ccc(C2N(Cc3ccccc3)CCCN2Cc2ccccc2)c(OC)c1OC | 0.1 | -1.4 | 2.2 | 1.5 |
| NC(=O)c1ccsc1NC(=O)CSc1nnc(Cc2ccccc2F)n1N | -0.4 | 0.7 | 0.6 | -20.1 |
| Cc1ccc(N2CC(C(=O)N3CCc4ccccc4C3)CC2=O)cc1 (stereo not drawn) | 0.1 | 3.4 | 1.5 | -7.6 |
| CC(=O)Nc1ccc(-c2nc3cc(C)cc(C)c3o2)cc1 | -0.2 | -21.7 | 1.0 | -67.1 |
| CCOC(=N/C(=N/S(=O)(=O)c1ccc(C)cc1)c1ccccc1)SC | -0.2 | -9.2 | 0.9 | 2.7 |
| CCOC(=O)c1c(-c2ccc(F)cc2)csc1/N=C/N(C)C | 0.0 | -10.4 | 0.5 | -10.7 |
| C=CCNC(=O)/C=C/c1nc2ccccc2n1C | -0.1 | 1.3 | -0.1 | 3.8 |
| C=CCc1cc(OC)ccc1OCCCCn1cncn1 | 0.5 | 76.0* | -0.6 | 4.9 |
| CCOC(=O)C1CCN(C(c2cccs2)c2sc3nc(C)nn3c2O)CC1 (stereo not drawn) | 0.0 | 1.1 | 2.0 | -0.3 |
| N#CC1=C(N)SC(N)=C(C#N)C1c1cccc(Br)c1 | -0.8 | -0.8 | 2.2 | -2.5 |
| Cn1c(C(C)(O)C(O)(c2ccccc2)c2ccccc2)nc2ccccc21 (stereo not drawn) | -0.1 | 37.4 | 2.6 | -2.7 |
| Cc1ccc(Cl)cc1N(CC(=O)Nc1ccccc1Cl)S(C)(=O)=O | -0.1 | -7.3 | 2.0 | -1.6 |
| O=C(Nc1ccc(-c2cn[nH]c2)cc1OCCN1CCOCC1)C1COc2ccc(F)cc2C1 (stereo not drawn) | 0.6 | 32.6 | -0.3 | 5.3 |
| CCN(CC)S(=O)(=O)c1ccc(NC(=O)c2ccc(OC)c(Br)c2)cc1 | -0.2 | -6.2 | 0.3 | -6.1 |
| N#Cc1ccc(COC(=O)CCSc2ccccc2)cc1 | 1.4 | 19.9 | 0.3 | -2.4 |
| CCOc1ccccc1N(C)C(=O)Cc1nc(-c2ccc(OC)cc2)no1 | 0.0 | 6.7 | 0.6 | -7.1 |
| O=Cc1ccc(-c2ccc(S(=O)(=O)O)cc2)o1 | -0.9 | 38.9 | 0.1 | 3.4 |
| O=C(COc1cccc2ccccc12)NC1CCS(=O)(=O)C1 (stereo not drawn) | 0.0 | -8.7 | 2.1 | -1.2 |
| O=C(/C=C(\O)c1ccc(Br)cc1)C(F)(F)F | 0.0&-0.2 | -2.4&-8.3 | 0.6&-0.3 | -6.9&-6.0 |
| O=C(CNC(=O)c1ccc(F)cc1)Nc1cccc(C(F)(F)F)c1 | 0.0 | 12.0 | -0.1 | 1.3 |
| NC(=S)N/N=C/c1ccc(OC(=O)c2cccnc2)cc1 | 0.1 | 26.1 | -2.0 | 6.6 |
| COc1ccccc1/C=C/C=N\NC(=O)Cc1cccn1C | 0.0 | -2.0 | 1.2 | 0.8 |
| COc1ccc(Cc2nnc(NC(=O)Cc3ccccc3[N+](=O)[O-])s2)cc1 | 0.2 | 9.8 | 3.5 | -6.3 |
| COc1ccc(CCNC(=O)CCCn2c(SCc3ccc(C(C)(C)C)cc3)nc3cc4c(cc3c2=O)OCO4)cc1OC | 0.0 | -2.1 | -0.3 | -8.8 |
| CCc1c(O)nc(SCC(=O)Nc2ccccc2)n(C(C)CC)c1=O (stereo not drawn) | 0.1 | 12.2 | 0.4 | -4.9 |
| O=C(CN1C(=O)C2C3C=CC(C3)C2C1=O)Nc1ccc(F)cc1 (stereo not drawn) | 0.0 | 9.6 | -0.5 | -6.7 |
| O=C1C2C3C=CC(C3)C2C(=O)N1Cc1ccccc1Cl (stereo not drawn) | 0.1 | 4.9 | -0.9 | 8.6 |
| Cc1cc(I)ccc1NC(=O)CSc1cccs1 | 0.1 | -4.9 | -0.1 | -13.9 |
| CC(=O)NC(Cc1ccccc1)C(=O)OCC(=O)c1ccccc1 (stereo not drawn) | 0.2 | 1.1 | -0.5 | -6.0 |
| O=C(Nc1ccccc1)Nc1cccc(F)c1 | 0.4 | 6.8 | -1.4 | -53.1 |
| CC(C)Cn1c(-c2ccccc2)n[nH]c1=S | 0.0 | 22.9 | -0.5 | 11.7 |
| COC(=O)c1ccc(CN2CCC(Oc3cccc(C(=O)N4CCCC4)c3)CC2)cc1 | 0.1 | 8.8 | 0.1 | 5.8 |
| CNc1c(NC(=O)c2ccccc2OC)c(=O)oc2ccccc12 | 0.1 | 9.7 | -0.3 | -0.5 |
| CC(C)(C)c1cc(C(F)(F)F)n2nc(-c3cccc(Br)c3)cc2n1 | 0.4 | 6.3 | 1.2 | 12.2 |
| CCCOc1ccccc1C1NC(=O)N(C)C(C)=C1C(=O)OCC (stereo not drawn) | -0.1 | 16.4 | -0.5 | -2.8 |
| O=C(CNS(=O)(=O)c1ccc(Br)cc1)NCC1CCCO1 (stereo not drawn) | -0.1 | 0.1 | -0.3 | 0.5 |
| O=C1CC(Cc2ccccc2)C(=O)N1c1cccc(O)c1 (stereo not drawn) | 0.0 | 2.0 | -0.4 | -5.1 |
| COc1ccc(CCNC(=O)Cn2ccc3ccccc3c2=O)cc1OC | 0.0 | -9.5 | 1.0 | 1.4 |
| Cc1ccc(C)c(N2C(=O)c3ccc4c5c(ccc(c35)C2=O)CC4)c1 | 0.0 | -5.6 | 0.4 | -6.8 |
| Cn1c(=O)cc(OCCCC(=O)Nc2cccnc2)c2ccccc21 | 0.0 | 6.0 | -0.4 | -4.6 |
| N#CCCN(CCC#N)C(=O)c1ccc(F)cc1 | -0.2 | 4.5 | 0.4 | 4.5 |
| Cc1cccc(-c2ccc(NC(=O)C3CCN(Cc4cnc(C)nc4)CC3)cc2)c1 | -0.1 | 2.7 | 0.2 | -4.8 |
| Cc1ccc(NC(=O)c2cc(S(=O)(=O)N3CCC4(CC3)OCCO4)ccc2F)cc1 | 0.0 | -1.3 | -1.0 | -12.8 |
| CC(C)CNc1oc(-c2ccccc2)nc1C#N | -0.3 | 1.3 | 0.8 | -25.6 |
| C/C(=N/NC(=O)c1cccc2ccccc12)c1ccc(O)cc1O | -0.3 | 2.5 | 0.9 | 5.3 |
| O=S(=O)(Nc1cccc(F)c1)c1ncn[nH]1 | 0.6 | 15.8 | 1.4 | 0.2 |
| O=C(Cc1ccccc1)NC(NCC1CCCO1)C(Cl)(Cl)Cl (stereo not drawn) | 0.1 | 5.7 | 1.4 | 4.9 |
| COCCCNC(=O)c1ccccc1SC | -0.1 | 1.1 | -1.6 | 7.8 |
| CC(=O)c1ccc(N2CCN(C(=O)c3ccccc3F)C(C)C2)c(F)c1 (stereo not drawn) | -0.1 | 10.3 | 0.6 | 11.4 |
